# S1P3 antagonist = S1P3 receptor antagonists, primary screen, cell-based | Sphingosine 1-phosphate receptor 3 (Homo sapiens), Q99500 | CHO S1P3 NFAT-BLA reporter, FRET fluorescence, antagonist mode | inhibition, % at 4.98 µM | 0.27% of 170,000 active;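 active = inhibition above the plate cutoff, the mean inhibition of test wells on that plate plus 3 SD, cut at about 28% in these data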;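 note: cells challenged with S1P at its EC80 of 0.8 µM; blue over green emission ratio from cleaved BLA substrate after 4 h stimulation; 0% = S1P-stimulated wells and 100% = unstimulated DMSO-only wells; some compounds past the cut are filed as inactive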
# Target sequence (Q99500 whole entry, looked up): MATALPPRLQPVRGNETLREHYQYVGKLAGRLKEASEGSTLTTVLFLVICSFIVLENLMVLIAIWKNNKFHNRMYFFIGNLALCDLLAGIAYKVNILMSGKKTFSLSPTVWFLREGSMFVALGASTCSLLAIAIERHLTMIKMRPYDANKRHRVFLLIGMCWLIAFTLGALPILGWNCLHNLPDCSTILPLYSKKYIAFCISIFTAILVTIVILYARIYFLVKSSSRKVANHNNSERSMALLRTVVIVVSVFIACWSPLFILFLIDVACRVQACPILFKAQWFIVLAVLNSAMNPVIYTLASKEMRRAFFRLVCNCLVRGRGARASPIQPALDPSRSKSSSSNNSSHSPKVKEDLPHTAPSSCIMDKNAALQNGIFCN
# Hsp70 activator = Hsp70 transcriptional activators, primary screen, cell-based, HeLa, Hsp70 promoter luciferase, luminescence, 10 µM | HeLa Hsp70 promoter luciferase reporter; scaled: vehicle 0, proteasome-inhibitor control 100% | activation, % at 10 µM | 0.04% of 200,000 active | AID 1203, 2008;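 active = activation above the mean across all tested compounds plus 3 SD, cutoff set per campaign, cut at about 5.5% in these data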;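 note: 100% = MG132 at 30 µM as the positive control and 0% = DMSO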
# Diaphorase act = compounds boosting diaphorase resazurin reduction – biochemical, uHTS, resorufin fluorescence, counter-screen for diaphorase-coupled primary assays, primary screen. activation factor at 20 µM. Diaphorase/resazurin coupled assay, 16 min; active compounds read high; 1 = vehicle wells, 0 = NADH-free wells. 0.005% of 190,000 active. AID 1229, 2008;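 active = diaphorase activity raised at least twofold by the compound at 20 µM; inactive = activation factor below 2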
#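 System – purified diaphorase enzyme from Clostridium kluyveri · Input – enzyme 0.07 U/mL final · Also added – final NADH 0.114 mM, resazurin 0.1 mM · Measured by – fluorescence of resorufin, 544 nm excitation, 590 nm emission · Timing – 16 min enzyme reaction, ambient temperature · Measure – resorufin increase flagging diaphorase activators or reducers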
# Redox H2O2 prof = compounds producing H2O2 with reducing agent – biochemical, NIH compound library profiling, artefact control for MLSCN library redox annotation, primary screen. DTT-dependent redox cycling H2O2, phenol red/HRP absorbance; 100% = 100 µM peroxide control, 0% = buffer. activation, % at 10 µM. 0.03% of 200,000 active;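 active = activation of at least 50% relative to the plate's high and low controls in the primary single-dose screen; inactive = activation below 50%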;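 note: compound incubated with DTT at 0.8 mM final as the reducing agent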
# PMI act = activators of human PMI, primary screen, biochemical, fluorescence intensity, near-Km mannose 6-phosphate | purified human PMI, coupled resazurin fluorescence, 20 min; active compounds read high; 1 = vehicle control, 0 substrate-free wells | activation factor at 20 µM | 0.005% of 190,000 active | AID 1214, 2008;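 active = activation factor of 2 or more at 20 µM, relative to plate controls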
# Target sequence (P34949 whole entry, looked up): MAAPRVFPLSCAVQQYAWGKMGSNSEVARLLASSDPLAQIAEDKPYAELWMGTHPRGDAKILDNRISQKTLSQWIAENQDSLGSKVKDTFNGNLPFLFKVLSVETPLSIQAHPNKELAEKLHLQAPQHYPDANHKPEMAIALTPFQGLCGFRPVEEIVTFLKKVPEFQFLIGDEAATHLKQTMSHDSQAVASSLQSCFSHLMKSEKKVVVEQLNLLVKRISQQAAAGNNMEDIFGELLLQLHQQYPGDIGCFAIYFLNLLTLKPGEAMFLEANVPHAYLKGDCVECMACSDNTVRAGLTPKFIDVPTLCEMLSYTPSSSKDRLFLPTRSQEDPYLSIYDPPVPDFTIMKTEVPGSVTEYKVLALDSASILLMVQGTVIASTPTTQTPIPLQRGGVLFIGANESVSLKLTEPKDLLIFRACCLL
# TLR4 MyD88 comp = inhibitors of TLR4-MyD88 association in cells, primary screen, cell-based, HeLa CL3-4, BLA complementation, FRET ratio; inhibition, % at 8.4 µM; 0.18% of 200,000 active; Toll-like receptor 4 (Homo sapiens) + Myeloid differentiation primary response protein …; HeLa CL3-4 TLR4/MyD88 BLA complementation; in the data active = inhibition above about 25%;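 note: 0% = vehicle and 100% = reference inhibitor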
# G6PDH counter = L. mesenteroides G6PDH inhibitors, counter-screen for G6PDH-coupled screening assays, biochemical, Leuconostoc mesenteroides enzyme. 0.12% of 200,000 active. AID 1020, 2008. Purified L. mesenteroides G6PDH, diaphorase/resazurin coupled fluorescence, 45 min. glucose-6-phosphate dehydrogenase [Leuconostoc mesenteroides]. inhibition, % at 5 µM
# Diaph inh CS = diaphorase inhibitors and chemical oxidizers, primary screen, counter-screen for diaphorase-coupled primary assays, biochemical, uHTS, resorufin fluorescence; diaphorase resazurin-to-resorufin fluorescence, NADH, 16 min; bacterial (C. kluyveri) enzyme, not human; inhibition, % at 20 µM; 0.69% of 190,000 active; AID 1217, 2008;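 active = primary screen inhibition at 20 µM above a set limit, cut at about 50% in these data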;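 note: plate controls were DMSO with full reaction for no effect and wells lacking NADH for full effect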
#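 System: Diaphorase enzyme from Clostridium kluyveri | Amount: Enzyme working solution with 0.14 U/mL diaphorase | Benchmarks: No-NADH positive control and DMSO neutral control | Signal: Fluorescence of resorufin formed from resazurin, Ex 544/Em 590 nm | Schedule: 16-min room-temperature incubation before reading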
# RAM network inh = inhibitors of the yeast RAM network, primary screen, dse1pr::URA3 reporter, 5-FOA selection; inhibition, % at 50 µM; S. cerevisiae dse1pr::URA3 reporter, 5-FOA growth OD615, 2 d; analog-sensitive cbk1-as2 kinase mutant strain; 1.8% of 190,000 active; AID 868, 2007;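 active = inhibition above a set limit, 3 SD over mean compound inhibition, cut at about 8.4% in these data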;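 note: 0% = DMSO-only wells with no growth and 100% = 10 µM 1-NA-PP1 full growth; inhibition rescues growth on 5-FOA so higher OD means more RAM inhibition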
# Lmaj promast = Leishmania major promastigote growth inhibition, primary screen | Leishmania major promastigotes, resazurin fluorescence viability | inhibition, % at 10 µM | 9% of 200,000 active | AID 1063, 2008;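 note: promastigotes grown with compound for 44 hours at 28 °C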
# PMI act hi M6P = human PMI activators, high substrate, primary screen, biochemical, fluorescence intensity, near-saturating mannose 6-phosphate; Mannose-6-phosphate isomerase (Homo sapiens), P34949; coupled PMI enzyme assay, resazurin fluorescence, 20 min; active compounds read high; 1 = untreated enzyme, 0 = substrate-free blank; activation factor at 20 µM; 0.34% of 190,000 active; AID 1216, 2008;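 active = activation factor of 2 or more at 20 µM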
#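 Material: human phosphomannose isomerase with PGI, G6PDH, diaphorase coupling enzymes; amount: PMI at 15 ng/mL final; also added: Mannose-6-phosphate 1.0 mM (near-saturating) plus 0.22 mM NADP+; incubation: enzyme reaction with compound 20 min at room temperature; signal: resorufin fluorescence (Ex 544/Em 590 nm) from resazurin via diaphorase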
# * marks the source's active call; other numbers are inactive results; x = no result given. Cut-off read from the data, not from the text of the source, unless noted: active = inhibition above about 50%; inactive = the rest.
# Start of the listing, in advance:
SMILES,S1P3 antagonist,Hsp70 activator,Diaphorase act,Redox H2O2 prof,PMI act,TLR4 MyD88 comp,G6PDH counter,Diaph inh CS,RAM network inh,Lmaj promast,PMI act hi M6P
Cc1sc2nc(CN3CCN(S(=O)(=O)c4cccc5nonc45)CC3)[nH]c(=O)c2c1C,8,-0.1,0.9,1.5,1,1,14,9,2.5,-2,1
CCN(CCNC(=O)C1CCCN(Cc2nc(-c3ccc(OC)cc3)oc2C)C1)c1ccccc1 (stereo unspecified),9,-0.2,1,1.6,0.9,-6,-7,5,-0.9,51*,0.9

# The list itself, from the first entry:
SMILES,S1P3 antagonist,Hsp70 activator,Diaphorase act,Redox H2O2 prof,PMI act,TLR4 MyD88 comp,G6PDH counter,Diaph inh CS,RAM network inh,Lmaj promast,PMI act hi M6P
Cc1sc2nc(CN3CCN(S(=O)(=O)c4cccc5nonc45)CC3)[nH]c(=O)c2c1C,8,-0.1,0.9,1.5,1,1,14,9,2.5,-2,1
CCN(CCNC(=O)C1CCCN(Cc2nc(-c3ccc(OC)cc3)oc2C)C1)c1ccccc1 (stereo unspecified),9,-0.2,1,1.6,0.9,-6,-7,5,-0.9,51*,0.9
O=C(NCc1cccs1)c1ccc([N+](=O)[O-])cc1Cl,-18,-0.5,1,0.1,0.9,9,-7,4,-1.2,-3,0.9
CCC1S/C(=N/N=C/c2ccco2)N(c2ccc(F)cc2)C1=O (stereo unspecified),-5,-0.2,0.8,-0.2,0.9,5,11,18,5.3,-7,0.9
COCCn1c(SCC(=O)Nc2ccccc2)nc2c(oc3ccccc32)c1=O,-6,-0.3,1,-0.3,1.1,-6,5,-3,-0.4,0,1.1
NCCSc1c(-c2ccccc2)[nH]c2ccccc12,-5,0.2,1.1,-0.1,0.9,-20,2,-6,1.4,44,1
O=C1CS/C(=N\C(=O)N2c3ccccc3Sc3ccccc32)N1,-40,-0.1,0.3,2.5,0.9,4,8,70*,0.1,10,0.9
COc1ccc(C(=O)N=C2CCC(C#N)=C3c4cc(OC)c(OC)cc4CCN23)cc1,6,-0.1,0.9,-0.6,1,5,-6,10,1.0,26,1.1
NC(=NCCc1ccc(Cl)cc1)NS(=O)(=O)c1ccc(F)cc1,12,-0.4,0.8,-0.7,0.9,-1,4,15,2.5,2,1
O=C(NCc1cccnc1)C(=O)Nc1ccc2c(c1)OCO2,-6,0.8,1,-1.1,1.1,-1,-1,-1,1.0,-2,1
CCCCCCCC(=O)N/N=C/c1ccc(Br)cc1,x,0.6,0.8,2.4,0.8,12,12,20,0.6,-3,0.8
CCC12CC3CC(C1)CC(C(=O)O)(C3)C2,7,-0.1,0.9,0.0,1,-6,4,15,0.2,-1,0.9
CCc1c(C)nc2[nH]nc(-c3ccccc3C)n2c1=O,-54,-0.4,0.9,1.2,0.8,-4,-1,13,-0.7,-2,0.8
CCOC(=O)c1c(C)[nH]c(C)c1C(=O)COC(=O)C1CCCN1S(=O)(=O)c1ccccc1F (stereo unspecified),-19,0.0,0.9,1.7,1,4,0,11,-0.7,-4,1
O=C1CCCN1C(=O)CCC(=O)N1CCCC1=O,-3,-0.3,1,-1.2,1.1,-6,20,4,1.2,-3,1
Cc1cc(C)nc(SCCC(=O)Nc2ccccc2)n1,x,0.2,0.9,-7.8,1,-8,-12,11,0.1,-8,1
Cc1onc(-c2ccccc2Cl)c1C(=O)Nc1cccc(-c2nc3ncccn3c2C)c1,x,0.3,1,2.3,1,10,1,-2,-0.7,14,1.1
CCc1ccc(N2C(=O)CC(NNc3nc4ccccc4s3)C2=O)cc1 (stereo unspecified),4,-0.2,0.9,0.3,1,13,-4,8,4.3,-6,1
c1ccc2c(-c3nc(C4CCCCC4)no3)cc(-c3ccncc3)nc2c1,-24,-0.3,0.9,0.7,0.9,-1,-26,5,-1.1,34,0.9
Cc1nc(N(C)C)c2sc(=S)n(C)c2n1,96*,-0.1,0.8,-1.4,0.9,-3,7,19,2.2,25,0.9
COc1cc(CN2CCCC(CO)(Cc3ccccc3C)C2)cc2c1OCO2 (stereo unspecified),10,-0.2,0.9,-0.4,0.9,-1,2,7,0.7,69*,1
COc1ccc(/C=N/NC(=O)c2cccc(C(F)(F)F)c2)cc1,-16,-0.2,0.9,-0.2,1,2,3,11,-0.1,12,1
Cc1cc(C)nc(SCc2ccc(C(=O)NNC(=O)Nc3cccc(Cl)c3)cc2)n1,-7,0.0,0.9,-0.1,0.9,6,4,8,3.8,-7,0.9
N#CC(C#N)=C1C=CC=CN1/C(=C\c1ccco1)C(=O)c1ccccc1,-7,0.9,0.8,-0.4,1,-5,-7,22,6.7,46,0.9
COc1ccc(C(=O)Oc2cc(C)[nH]c(=O)c2[N+](=O)[O-])cc1,3,-0.3,0.8,1.0,1.1,13,13,16,-1.4,-7,1
COc1ccc2c(c1)CC/C2=N\OC(=O)c1ccccc1C,-4,0.1,0.9,0.5,1.1,12,-3,7,6.2,8,1
O=C1Nc2ccccc2N(O)N1c1ccc(Cl)cc1,-20,-0.2,0.9,-0.8,1,6,4,7,0.5,-8,1
CS(=O)(=O)c1ccc2nc(NC(=O)Oc3ccccc3)sc2c1,3,0.0,0.9,0.4,0.9,5,8,12,4.2,-2,0.9
COc1ccccc1NS(=O)(=O)c1ccc(O)c(C(=O)OCc2cccc([N+](=O)[O-])c2)c1,-2,-0.2,0.7,-1.3,1.1,-7,1,26,7.1,-4,1
COc1ccccc1NC(=O)CN1C(=O)C(C)Oc2ccccc21 (stereo unspecified),-25,0.0,1,0.2,1,1,6,0,3.3,-3,1
COc1ccc(-c2cn3cccnc3n2)cc1NC(=O)C1CC1,x,0.0,0.9,1.5,1,4,2,9,0.0,13,1
CCOC(=O)CSc1ncc(-c2ccccc2)nn1,x,-0.4,0.9,0.2,1,3,-1,11,1.3,-3,1
COc1ccc(-c2cc(C(F)(F)F)n3ncc(C(=O)NCC4CCCO4)c3n2)cc1OC (stereo unspecified),27,-0.1,0.8,0.1,1.1,-3,21,16,0.3,8,1
CCOc1ccc2[nH]c(=O)c(CN(CCN3CCCC3)C(=S)Nc3ccccc3OCC)cc2c1,-13,-0.2,1.1,-1.1,0.9,-7,7,-7,-1.1,98*,0.9
CCOc1c(Cl)cnn(-c2ccc(C)cc2)c1=O,x,-0.3,1,-1.1,0.9,3,6,2,1.9,-8,1
Cc1nn(CC(N)=O)c(=O)c2ccccc12,x,0.0,0.9,-3.7,1,0,6,14,0.7,100*,1
O=C(COC(=O)c1cc[n+]([O-])cc1)NCCc1ccc(Cl)cc1Cl,-10,-0.1,1,-0.1,1,11,-4,3,1.7,-1,0.9
Cc1cc(C)cc(OCC(=O)Nc2ccc(CN3CCCCC3)cc2)c1,-3,-0.3,0.9,-0.3,0.9,-5,11,9,2.0,5,0.7
CC(NC(=O)c1ccccc1Cl)c1nnc(SCC(=O)Nc2ccc(C(=O)O)cc2)n1C (stereo unspecified),x,-0.2,0.9,0.3,1.1,3,0,7,-0.3,-4,1.1
CC1=C(C(=O)OC(C)C)C(c2cncc(-c3ccc(F)cc3)c2)C(C#N)=C(N)O1 (stereo unspecified),9,-0.5,0.8,-0.4,1,-5,1,19,0.9,-1,0.6
O=C(Nc1ccc(-c2nc3cccnc3s2)cc1)C1CCCO1 (stereo unspecified),-11,-0.5,0.9,-0.2,1,6,10,6,-0.3,-3,1
COc1ccc(CCNS(=O)(=O)c2ccc(C(=O)NCc3ccco3)cc2)cc1OC,5,-0.1,0.9,1.0,1,6,12,11,2.8,-3,1
COc1ccccc1N1CCN(c2nc(-c3ccccc3)cc(C(F)(F)F)n2)CC1,x,0.0,0.9,-2.4,1,-9,1,12,2.4,30,1
CCCNS(=O)(=O)c1ccc(CCC(=O)N2CCN(CC)CC2)cc1,x,-0.1,0.7,1.0,0.7,2,7,27,0.9,0,0.8
CCOC(=O)C(C(=O)OCC)C(Nc1ccccc1)c1ccccc1 (stereo unspecified),-36,-0.1,0.9,-0.3,0.9,-6,-7,6,1.2,44,1.1
CCCCCCOC(=O)C(C#N)c1nc2ccccc2nc1N1CCN(C)CC1 (stereo unspecified),-6,-0.2,1,0.0,1,2,2,-2,-0.1,54*,0.6
COc1ccc(-c2nn3c(-c4ccco4)nnc3s2)cc1OC,9,-0.2,0.9,2.8,1,-10,-1,15,5.2,88*,1.1
O=C1COc2ccc(S(=O)(=O)Nc3ccc4c(c3)OCO4)cc2N1,-9,-0.2,1,0.3,1,3,-2,5,-0.8,-3,1
CCOC(=O)c1ccc(NC(=O)N2CCN(Cc3ccccc3)CC2)cc1,-11,0.0,1,-0.4,0.9,-6,19,4,-1.5,4,0.9
CCCn1ncc(CN2CCC(N3CCC(C(=O)N4CCOCC4)CC3)CC2)c1C,3,-0.2,0.9,-2.4,0.9,-6,4,8,0.9,1,1
O=C(NCc1cccs1)c1cnc2ccccn2c1=O,-10,-0.3,1.1,-1.2,1,-1,2,-7,0.7,-3,1.1
COc1cc(CC(=O)OCC(=O)N2CC(=O)Nc3ccccc32)cc(OC)c1OC,-6,0.4,0.9,-1.5,1.1,-8,7,8,-1.0,-5,1
O=C(O)C1C(c2ccccc2)C(C(=O)OCCCO)C1c1ccccc1 (stereo unspecified),-8,-0.1,1.1,-0.7,1.1,-11,7,-10,2.6,-2,1.1

# Screening data from PubChem.
